DT40 TDP1 CPT = qHTS for Inhibitors of human tyrosyl-DNA phosphodiesterase 1 (TDP1): qHTS in cells in presence of CPT; chicken DT40 Tdp1-/-;hTDP1 cells + 20 nM CPT, ATP luminescence, 48 h; Potency, µM (highest dose often 46.2 µM), for inactives: at the top dose activity change, negative = growth inhibition, most hits filed as inhibitors; hit rate 12% among 420,000; AID 686979, 2013; also: nearly all actives have a fitted effect of over 55% in size
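Chicken DT40 Tdp1-/- cells stably complemented with human TDP1 were seeded at 400 cells/well in medium containing 20 nM camptothecin, exposed to pin-transferred compounds, and grown at 37 °C for at least 48 hr. Viability was read as ATP luminescence.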
TDP1 inh = qHTS Assay for Inhibitors of Tyrosyl-DNA Phosphodiesterase (TDP1). hit rate 0.28% among 350,000. Potency, µM (highest dose often 130 µM), for inactives: at the highest dose activity change, negative = inhibition, hits mostly inhibitors. recombinant TDP1, AlphaScreen DNA substrate cleavage. AID 485290, 2010; also: nearly all actives have a fitted effect of over 40% in size
Target sequence (Q9NUW8 whole entry, looked up): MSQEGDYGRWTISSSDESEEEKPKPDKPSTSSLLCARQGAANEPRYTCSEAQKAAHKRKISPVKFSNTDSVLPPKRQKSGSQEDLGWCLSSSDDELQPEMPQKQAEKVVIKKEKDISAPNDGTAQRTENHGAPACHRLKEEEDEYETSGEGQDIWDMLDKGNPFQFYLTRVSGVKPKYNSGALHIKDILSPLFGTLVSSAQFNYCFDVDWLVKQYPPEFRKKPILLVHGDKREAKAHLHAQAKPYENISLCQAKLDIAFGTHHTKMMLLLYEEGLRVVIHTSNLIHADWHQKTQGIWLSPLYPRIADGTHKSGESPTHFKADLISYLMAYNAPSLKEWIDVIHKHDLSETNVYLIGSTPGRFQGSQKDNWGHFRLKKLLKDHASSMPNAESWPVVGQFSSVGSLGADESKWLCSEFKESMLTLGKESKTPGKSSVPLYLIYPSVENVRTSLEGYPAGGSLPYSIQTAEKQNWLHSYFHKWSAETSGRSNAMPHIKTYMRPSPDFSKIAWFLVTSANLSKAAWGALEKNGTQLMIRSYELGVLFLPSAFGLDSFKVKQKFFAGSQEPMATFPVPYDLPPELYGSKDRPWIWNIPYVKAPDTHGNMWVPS
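Compounds were preincubated with Tdp1 (1 nM final) for 15 min at room temperature before substrate (15 nM final) started a 5 min reaction; beads (10 ug/ml final) were then added for 10 min before AlphaScreen detection.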
DT40 TDP1 no CPT = qHTS for Inhibitors of human tyrosyl-DNA phosphodiesterase 1 (TDP1): qHTS in cells in absence of CPT | DT40 Tdp1-/- hTDP1 cells, no CPT, ATP luminescence, 48 h | Potency, µM (top dose mostly 46.2 µM), without a hit: top-dose activity change, negative = growth inhibition, most hits filed as inhibitors | hit rate 15% among 420,000 | AID 686978, 2013; also: nearly all actives have a fitted effect of over 55% in size
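Stably hTDP1-transfected Tdp1-null chicken DT40 cells were treated with library compounds minus camptothecin and grown for at least 48 hr at 37 °C, after which cellular ATP was quantified by luminescence.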
Starred values were filed as active, the others as inactive; ? = inconclusive; · = not tested or not shown; & = joins results of further samples; ! = repeats disagree; [ ] = dose if it differs, or a comment. Calls follow the shape of the dose curve; as a rule, active = well fitted curve in the direction sought with a large enough effect; inconclusive = small, poorly fitted or top-dose-only effect, or another doubt; inactive = no such curve, though single readings can be large; an effect the other way counts as inactive or inconclusive. % is scaled to controls: 0 for no effect and ±100 for the full control effect; potency is read from the fitted curve at half-maximal effect. This is a random part of the collection; about 18% have a hit in one of these screens.

SMILES | DT40 TDP1 CPT | TDP1 inh | DT40 TDP1 no CPT
COc1cc(N(C)C)ccc1C=c1c2ccccc2n2c1cc(-c1ccccc1)[n+]2C | 0.52µM* | · | 0.37µM*
CC(C)(C)OC(=O)N1CCC(C(=O)Nc2ccc(C(=O)N3CCOCC3)cc2)CC1 | -23% | 4% | -16%
O=C(CSc1ccc(-c2ccncc2)nn1)N1CCN(c2ccccc2)CC1 | -7% | 0% | ?
COc1ccc(N2C(=O)CCSC23C(=O)N(Cc2ccc(F)cc2)c2ccccc23)cc1Cl (stereo not given) | 9.2µM* | 4% | 8.2µM*
Cc1nn(C)cc1/C=N\NC(=O)c1ccc2c(c1)c(C)c(C)n2Cc1ccccc1 | -7% | 12% | -7%
CCc1ccc(CNCc2ccc(F)cc2)cc1 | -7% | -8% | -4%
COc1ccc(OC)c(NC(=O)CCNC(=O)Cn2cnc3ccccc3c2=O)c1 | -10%&-1% | 2%&6% | -3%&-1%
Cn1c(N2CCCCC2)nc2c1c(=O)n(Cc1cccc(Br)c1)c(=O)n2C | 2% | 5% | -22%
C/C(=N\NC1=N[C@H]2CS(=O)(=O)C[C@H]2S1)c1ccccc1 | 16% | 0% | 0%
Cc1ccccc1OCC(=O)OCC(=O)NCc1cccs1 | -7% | 2% | -13%
Cc1ccc(C)c(S(=O)(=O)NCC(c2ccc3c(c2)OCO3)N2CCOCC2)c1 (stereo not given) | 9% | · | 6%
O=C1[C@@H]2[C@H](C(=O)N1Cc1ccco1)[C@H]1C=C[C@@H]2C1 | 13% | 4% | -4%
O=C(OCC(=O)c1ccc(Cl)s1)c1ccccn1 | -28% | 0% | 5%
Cc1cc(Cl)ccc1OCCCC(=O)N1CCN(C(=O)c2ccco2)CC1 | ? | 3% | 21µM*
O=C(CCCn1c(SCC(=O)NCC2CCCO2)nc2ccccc2c1=O)NCc1ccccc1 (stereo not given) | 7% | 5% | -24%
Cc1ccc(C(=O)NC(=S)NCc2cccnc2)c(C)c1 | ? | · | ?
Cc1ccc(NC(=O)c2oc3ccccc3c2NC(=O)Cc2ccccc2)cc1 | 16µM* | 1% | ?
CCCCS(=O)(=O)N1CCC(C(=O)Oc2ccccc2OC)CC1 | -1% | 1% | -1%
Cc1ccc(-c2nnc3ccc(SCC(=O)Nc4cc(C)on4)nn23)cc1 | -29% | 3% | ?
CCCC(=O)Nc1nnc(-c2cccc(OCC)c2)s1 | -1% | 4% | ?
Cc1cccc2nc3c(nc12)-c1ccccc1C3=O | 1% | · | ?
O=C(COC(=O)c1ccc([N+](=O)[O-])o1)Nc1cccc2ccccc12 | 4% | 7% | 5%
O=C(Nc1cc(S(=O)(=O)N2CCOCC2)ccc1OCC(F)(F)F)C1=COCCO1 | -16% | 2% | 10%
O=C(COc1ccc(C(=S)N2CCOCC2)cc1)N1CCCC1 | -2% | 9% | 14%
N#CNC(=Nc1cccc(Cl)c1)Oc1ccccc1 | ? | · | -25%

Reprinted at random: four records from the list
SMILES | DT40 TDP1 CPT | TDP1 inh | DT40 TDP1 no CPT
O=C(OCC(=O)c1ccc(Cl)s1)c1ccccn1 | -28% | 0% | 5%
Cc1ccccc1OCC(=O)OCC(=O)NCc1cccs1 | -7% | 2% | -13%
Cc1cccc2nc3c(nc12)-c1ccccc1C3=O | 1% | · | ?
Cc1cc(Cl)ccc1OCCCC(=O)N1CCN(C(=O)c2ccco2)CC1 | ? | 3% | 21µM*

(next part)
SMILES | DT40 TDP1 CPT | TDP1 inh | DT40 TDP1 no CPT
O=Cc1cccnc1SCc1ccccc1 | 2.3µM* | · | 1.5µM*
COc1ccc(C(=O)NNC(=O)C(Cc2ccc(O)cc2)NC(=O)c2ccccc2NC(=O)c2ccc(OC)cc2)cc1 (stereo not given) | -4% | 2% | ?
OC1CCN(c2c3c(nc4cc(-c5ccc(Cl)cc5)nn24)CCC3)CC1 | 23µM* | 5% | 21µM*
CC[N+](CC)(CCNC(=O)C(=O)NCC[N+](CC)(CC)Cc1ccccc1Cl)Cc1ccccc1Cl | -9%&12% | -6% | 10%&-19%
Cn1c(N)c(C(=O)COC(=O)CC2CC3CCC2C3)c(=O)n(C)c1=O (stereo not given) | -14% | 6% | -21%
CCOc1ccc(S(=O)(=O)NCCC(=O)NCC(c2ccc(F)cc2)N2CCOCC2)cc1 (stereo not given) | -3% | · | -17%
CC(=O)Nc1ccc(NC(=O)C(C)OC(=O)c2ccc3c(c2)OCCO3)cc1 (stereo not given) | -17% | 6% | -28%
CCOC(=O)CCc1c(C)c2ccc(OCc3cc([N+](=O)[O-])ccc3OC)cc2oc1=O | 26µM* | 3% | 23µM*
CCn1c(C)c(C(C)=O)c(N2CCN(C(c3ccccc3)c3ccccc3)CC2)nc1=S | 9.2µM* | -3% | 6.5µM*
CC(=O)NN1C(=O)/C(=C2/Sc3ccc(Cl)cc3N2C)SC1=S | -1% | · | -1%
COc1ccc(C(=O)Nc2cc(-c3ccccc3)nn2-c2ccccc2)cc1 | ? | 3% | ?
CC(=O)c1cc(F)c(N2CCCCCC2)cc1C | -26% | 0%[56.1 µM] | -28%
Cc1onc(-c2c(Cl)cccc2Cl)c1C(=O)N1C(C)CCCC1C (stereo not given) | -15% | · | -20%
Cc1nnc(N2CCC(C(=O)NCCc3ccccc3)CC2)c2nn(-c3ccc(Cl)cc3)c(C)c12 | 15µM* | 3% | 21µM*
Cn1c(SCc2ccc(Cl)cc2)nnc1-c1ccc2nonc2c1 | -27% | -11% | ?
COc1ccc(-c2cnc(C)o2)cc1S(=O)(=O)Nc1ccc(OC(F)(F)F)cc1 | -24% | 1% | -18%
CCCOc1ccc(N/C=C/C(=O)c2cc(OC)c(OC)c(OC)c2)cc1 | ? | · | 23µM*
COc1ccc(CCNC(=O)CC(c2ccccc2)c2cccc(C)c2O)cc1OC (stereo not given) | 12µM* | 2% | 9.2µM*
CCN(CC)C(=O)C1CCCN(C(=O)c2ccc3nc(-c4cccc(OC)c4)oc3c2)C1 (stereo not given) | 23µM* | · | 12µM*
COc1ccc(CC(=O)NNC(=S)Nc2ccccc2)cc1Br | -1% | 11% | -18%
COc1ccc(CCC(=O)NC2CCCN(Cc3ccc(Cl)cc3)C2)cc1OC (stereo not given) | -26% | · | ?
Cc1cccc(OCCC(=O)Nc2ccc(F)c(F)c2)c1 | -4% | 0% | -8%
O=C(NC1CC1)c1cccc(NC(=O)C2CCCCC2)c1 | -5% | · | -28%
Nc1c(-c2ccc(Cl)cc2)nnn1-c1ccccc1 | -4% | -5% | -24%
CC1CCCN(c2c(S(=O)(=O)c3ccccc3)cnc3ccc(Cl)cc23)C1 (stereo not given) | -29% | 2% | -11%
SMILES | DT40 TDP1 CPT | TDP1 inh | DT40 TDP1 no CPT
Cn1cc([C@]2(O)C(=O)Nc3c(F)cccc32)c2ccccc21 | -9% | · | -6%
CC(C)C[C@H]1CNC(=S)N1C[C@H]1CCCN1C[C@H](Cc1ccc(O)cc1)N1C[C@H](Cc2ccccc2)N(CC2CCCCCC2)C1=S | 18µM* | · | 18µM*
COC(=O)c1ccc(NC(=S)NC2CCCCC2)cc1 | -22% | 5% | 0%
COc1ccc(-c2nn(-c3ccccc3)cc2/C=N/NC(=O)c2cccc(S(=O)(=O)Nc3ccccc3Cl)c2)cc1 | ? | 8% | ?
O=C(COC(=O)CCC1CCCC1)Nc1ccc(Cl)cn1 | -5% | 1% | 1%
O=C(CSc1nc2c(oc3ccccc32)c(=O)n1Cc1ccco1)Nc1ccccc1 | -14% | 4% | -19%
Cc1ccccc1NS(=O)(=O)c1ccc(C(=O)NCCCN2CCOCC2)cc1 | -19% | 1%[0.505 µM] | -16%
COc1ccc2nc3oc(C(=O)N(C)c4ccc(Cl)cc4)cc3cc2c1 | -22% | 2% | ?
COc1ccc(C(=O)COC(=O)CN2C(=O)C3CC=CCC3C2=O)c(OC)c1 (stereo not given) | -13% | -5% | -1%
CNc1nc(NCc2ccc(N(C)C)cc2)c2sccc2n1 | 18µM* | · | 16µM*
Cc1ccn2c(CN(C)CCn3nc(C)cc3C)c(C(=O)N3CCCCCC3)nc2c1 | -23% | · | ?
O=C(NCCN1CCOCC1)/C(=C\c1ccccc1F)NC(=O)c1ccccc1 | 0% | 2% | 21%
CC1(C)CCC[C@@]2(C)C1CC[C@@](C)(O)[C@@H]2CC[C@@](C)(O)C1CO1 (stereo not given in full) | ? | -1% | -5%[9.04 µM]
CC(C)Cc1nnc(NC(=O)CCC(=O)N2CCN(Cc3ccccc3)CC2)s1 | -18% | 0% | 7%
CCS(=O)(=O)N1CC(=O)N(c2ccc(Cl)cc2C)C(C)(C(=O)NC2CCCCCC2)C1 (stereo not given) | ? | -2% | ?
COc1ccc(OC)c(-c2cc(C(=O)NCCN3CCOCC3)no2)c1 | -8% | 1% | -28%
Cc1cccc(C)c1NC(=O)CN(C)C(=O)/C=C/c1cccs1 | -7% | 5% | -5%
CCOc1ccccc1NC(=O)CSc1nnc(C2CC2)n1CC | -3% | 3% | -13%
CC1CCCC(NC(=O)c2ccc3c(c2)N(Cc2ccccc2)C(=O)CS3=O)C1C (stereo not given) | ? | 0% | ?
Cc1cc(C(=O)N2CCCC(CNS(=O)(=O)c3cccs3)C2)nn1C (stereo not given) | 5% | 1% | ?
O=C(COc1ccc2c(-c3ccccc3)cc(=O)oc2c1)Nc1ccc(CN2CCOCC2)cc1 | 21µM* | -1% | ?
C=CCN(c1ccc(C(=O)Nc2ccc3c(c2)OCO3)cc1)S(C)(=O)=O | 17% | -1% | -9%
O=C(Cn1ncc2c1-c1ccccc1OC2)Nc1nc2ccccc2s1 | -25% | 5% | -15%
Cc1csc(NC(=O)CSc2nnc(-c3cccnc3)o2)n1 | -4% | 4% | 4%
Cc1ccccc1NS(=O)(=O)c1ccc(C(=O)N2CCCCCCC2)cc1 | ? | · | ?
CCOC(=O)C1CCN(S(=O)(=O)c2ccc3c(c2)NC(=O)C(C)C(=O)N3)CC1 (stereo not given) | -12%&-11% | 9% | 23µM*!

Whole records, looked up by structure:
CC1(C)CCC[C@@]2(C)C1CC[C@@](C)(O)[C@@H]2CC[C@@](C)(O)C1CO1 (stereo not given in full) is listed as DT40 TDP1 CPT: ?; TDP1 inh: -1%; DT40 TDP1 no CPT: -5%[9.04 µM]
CCS(=O)(=O)N1CC(=O)N(c2ccc(Cl)cc2C)C(C)(C(=O)NC2CCCCCC2)C1 (stereo not given) is listed as DT40 TDP1 CPT: ?; TDP1 inh: -2%; DT40 TDP1 no CPT: ?

Some of the entries so far, in markdown:
| SMILES | DT40 TDP1 CPT | TDP1 inh | DT40 TDP1 no CPT |
| --- | --- | --- | --- |
| O=C(NCCN1CCOCC1)/C(=C\c1ccccc1F)NC(=O)c1ccccc1 | 0% | 2% | 21% |
| Cn1cc([C@]2(O)C(=O)Nc3c(F)cccc32)c2ccccc21 | -9% | · | -6% |

Screens: PubChem, National Center for Advancing Translational Sciences (NCATS)
